# GLS inh: blocks human kidney-isoform glutaminase activity | AID 624170 | O94925 | GLS enzymatic activity, qHTS titration | hit rate 0.21% among 410,000 | Potency, µM (top dose mostly 45.5 µM), for inactives: top-dose activity change, negative = inhibition, most hits filed as inhibitors; note: potency is the fitted concentration of half-maximal effect; % is set by controls: 0 for no effect and ±100 for the full control effect
#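 Compounds were pin-transferred onto hKGA, after which L-glutamine (1 mM solution) and a detection mix of glutamate oxidase, HRP and Amplex Red were added. Initial and 30 min RT fluorescence reads were collected.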
# JMJD2A Tudor inh: JMJD2A Tudor domain (human) inhibition | O75164 | AlphaScreen JMJD2A-Tudor / H3K4me3 peptide binding | Potency, µM (top dose mostly 114 µM), without a hit: at the top dose activity change, negative = inhibition, most hits filed as inhibitors | hit rate 4.4% among 390,000; note: potency is the fitted concentration of half-maximal effect; % is set by controls: 0 for no effect and ±100 for the full control effect; nearly all actives have a fitted effect of over 50% in size
# POLH inh: blocks human DNA polymerase eta activity; Q9Y253; Potency, µM (titrated, usually from 114 µM), without a hit: at the top dose activity change, negative = inhibition, actives largely listed as inhibitors; AID 588591; hit rate 1.2% among 390,000; recombinant Pol eta, fluorescent DNA replication assay; note: potency is the fitted concentration of half-maximal effect; % is set by controls: 0 for no effect and ±100 for the full control effect
#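 Pol eta (10 nM) was preincubated with compounds for 15 min at room temperature, after which fluorescent replication substrate (50 nM final) was added to start the reaction. Fluorescence was read kinetically at 0 and 10 min.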
# Pin1 inh: inhibitors of human Pin1. Pin1 FP peptide displacement, HiFluor488, 10 min. hit rate 0.009% among 390,000. Q13526. Potency, µM (top dose mostly 115 µM), without a hit: at the highest dose activity, negative = inhibition, usual class: inhibitors. AID 504891; active = well fitted inhibition curve with a large enough effect in the polarisation, with a control signal flat, not every such curve was filed as active; inconclusive = small, poorly fitted or top-dose-only effect, or effect the other way, or a change in a side signal; inactive = no such curve, though single readings can be large or run the other way; the % refers to the polarisation; note: potency is the fitted concentration of half-maximal effect; % is set by controls: 0 for no effect and ±100 for the full control effect
# G9a inh: G9a (human) methyltransferase inhibition. hit rate 8.8% among 350,000. Q96KQ7. G9a H3K9 monomethylation, AlphaScreen, 2 h. Potency, µM (titrated, usually from 102 µM), inactives show at the top dose activity, negative = inhibition, most hits filed as inhibitors; note: potency is the fitted concentration of half-maximal effect; % is set by controls: 0 for no effect and ±100 for the full control effect; nearly all actives have a fitted effect of over 75% in size
# Target sequence (Q96KQ7 913-1193 limits assumed): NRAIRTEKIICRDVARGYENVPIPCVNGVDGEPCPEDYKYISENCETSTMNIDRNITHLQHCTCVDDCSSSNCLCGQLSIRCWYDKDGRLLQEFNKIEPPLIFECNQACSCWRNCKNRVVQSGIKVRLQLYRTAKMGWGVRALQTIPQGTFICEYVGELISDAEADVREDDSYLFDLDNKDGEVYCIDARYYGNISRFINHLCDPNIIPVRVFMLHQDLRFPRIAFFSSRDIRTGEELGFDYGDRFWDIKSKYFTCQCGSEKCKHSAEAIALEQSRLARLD
#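 Step 1: enzyme (final 20 nM) with compound, 15 min RT. Step 2: substrate peptide 500 nM and SAM 20 uM, 2 h RT. Step 3: anti-H3K9me1 antibody and AlphaScreen beads, 10 min, then plate read.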
# PGK inhibitor: T. brucei PGK inhibition; P07378; PGK/GAPDH coupled, Kinase-Glo luminescence, 60 min; Potency, µM (doses to about 57.5 µM), without a hit: at the top dose activity change, negative = inhibition, usual class: inhibitors; hit rate 0.043% among 380,000; note: potency is the fitted concentration of half-maximal effect; % is set by controls: 0 for no effect and ±100 for the full control effect; nearly all actives have a fitted effect of over 60% in size
# Target sequence (P07378 whole entry, looked up): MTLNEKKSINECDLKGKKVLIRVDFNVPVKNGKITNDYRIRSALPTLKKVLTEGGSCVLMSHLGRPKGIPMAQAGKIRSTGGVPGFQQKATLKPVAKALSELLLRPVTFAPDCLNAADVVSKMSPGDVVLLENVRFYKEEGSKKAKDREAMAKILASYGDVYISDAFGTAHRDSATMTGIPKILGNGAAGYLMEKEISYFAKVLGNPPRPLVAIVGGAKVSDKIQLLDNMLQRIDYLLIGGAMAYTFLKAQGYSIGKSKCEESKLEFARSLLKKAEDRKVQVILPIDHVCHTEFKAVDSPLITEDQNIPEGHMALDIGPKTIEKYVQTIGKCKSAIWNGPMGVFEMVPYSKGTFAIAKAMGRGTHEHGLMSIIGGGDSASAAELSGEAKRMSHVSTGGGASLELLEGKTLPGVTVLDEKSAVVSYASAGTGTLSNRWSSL
#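 Luminescent ATP detection (Kinase-Glo Plus) follows a 60-minute room-temperature incubation, with wells lacking PGK as controls. Buffer: 100 mM TEA (pH 7.6), 5 mM MgCl2, 0.01% Tween-20. Coupling enzyme GAPDH (100 nM final) supplies unstable 1,3-BPG in-well.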
# HP1b binding inh: HP1-beta chromodomain-methylated histone interaction inhibition; P83916; AlphaScreen HP1-beta / biotin-H3K9me3 peptide binding; Potency, µM (top dose mostly 114 µM), for inactives: top-dose activity change, negative = inhibition, actives largely listed as inhibitors; hit rate 0.56% among 390,000; AID 540317; note: potency is the fitted concentration of half-maximal effect; nearly all actives have a fitted effect of over 70% in size; inactives centre near 23
# Target sequence (P83916 whole entry, looked up): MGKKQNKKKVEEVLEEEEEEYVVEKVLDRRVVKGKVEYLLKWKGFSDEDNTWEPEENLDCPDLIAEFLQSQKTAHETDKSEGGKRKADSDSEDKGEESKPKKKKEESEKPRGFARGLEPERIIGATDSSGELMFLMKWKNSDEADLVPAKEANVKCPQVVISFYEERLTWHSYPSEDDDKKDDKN
#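 HP1-beta protein (50 nM final) preincubated 30 min at room temperature with biotinylated H3(1-18)K9me3 peptide (50 nM) in PBS pH 7.4, 0.01% Tween-20, then compound added for 30 min. AlphaScreen streptavidin donor/nickel chelate acceptor beads (10 ug/mL final), 30 min dark, luminescence read.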
# BAZ2B inh: BAZ2B (human) inhibition; AID 504333; AlphaScreen BAZ2B-H3K14Ac peptide displacement; Potency, µM (highest dose often 114 µM), without a hit: at the top dose activity change, negative = inhibition, hits mostly inhibitors; Q9UIF8; hit rate 4.4% among 360,000; note: potency is the fitted concentration of half-maximal effect; % is set by controls: 0 for no effect and ±100 for the full control effect; nearly all actives have a fitted effect of over 60% in size
#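 AlphaScreen luminescence quantifies BAZ2B engagement of H3K14Ac peptide; the protein and biotinylated peptide are both at 50 nM final, buffer PBS pH 7.4 with 0.01% Tween-20, all steps at room temperature.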
# PI4K2A block: PI4K2A (human) kinase inhibition. Q9BTU6. purified PI4K2A, ADP-Glo luminescence, 1 h; stronger effect = lower value. activity change, negative = inhibition, % at 76.9 µM. hit rate 0.13% among 420,000; in the data active = activity change below about -50%; inconclusive = mostly about -30% to -49%;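 note: -100% = wells without enzyme as full effect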
#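 Compounds are screened against recombinant PI4K2A using PI as substrate and ATP, the latter dispensed at 300 microM. Reactions run one hour at ambient temperature before ADP-Glo detection; full inhibition defined by wells lacking enzyme.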
# * marks the source's active call; other numbers are inactive results; i = inactive; u = inconclusive; x = no result given; & = joins results of further samples; [ ] = remark or other dose. Unless noted, calls come from the whole dose curve; as a rule, active = well fitted curve in the direction sought with a large enough effect; inconclusive = small, poorly fitted or top-dose-only effect, or another doubt; inactive = no such curve, though single readings can be large; an effect the other way counts as inactive or inconclusive.
GLS inh,JMJD2A Tudor inh,POLH inh,Pin1 inh,G9a inh,PGK inhibitor,HP1b binding inh,BAZ2B inh,PI4K2A block,mol
1%,-5%[11.4 µM],-20%,27%,-8%[59 µM],3%,38%[activator],-12%,2,O=C(Nc1cccnc1)c1ccc(-c2cc(Cl)ccc2Cl)o1
10%,u,0%,2%,34%,-3%,10%,-2%[57.1 µM],-6,CC(C)n1c(N2CCN(C(=O)Nc3ccccc3)CC2)nc2ccccc21
7%,-10%,-18%,1%,u,i,20%,12%,-4,CN(C)C(=O)c1ccc(NC(=O)c2ccccc2SCC(=O)N2CCCC2)cc1
0%,-13%,8%,-16%,u,-3%,5%,-35%,-1,COc1ccc2c(CC(=O)Nc3ccc(OC)nc3)coc2c1
6%,u,-7%,-10%,28µM*,-3%,-6%,u,1,Cc1ccc(/C([O-])=C(/C(=S)NCc2ccccc2)[n+]2cccc(CO)c2)cc1[N+](=O)[O-]
1%,-35%,-18%,15%,u,i,23%[57 µM],-16%,-6,Cc1cc(O)c(C(c2ccc(F)cc2)N2CCCCC2)c(=O)n1Cc1ccco1 (stereo not given)
1%,-18%,9%,14%,5%[59 µM],-3%,19%,-4%,-2,Cc1ccc2nc(NC(=O)CSc3[nH]c(=O)ncc3C)sc2c1
0%,-14%,-12%,3%,50µM*,i,51%[activator],-12%,-1,Cc1ccc(-n2cnc3c(sc4nc(N5CCOCC5)c5c(c43)CCCC5)c2=O)cc1
2%,-14%,-14%,-1%,13%[0.501 µM],-6%,16%,1%,4,CC(=O)N1CCCC(N2CCN(c3cccc(C(F)(F)F)c3)CC2)C1 (stereo not given)
28%,-11%,-5%,-2%,2%,-10%,44%[activator],-22%,-9,O=C(C1=NNCC1c1ccccc1)C1CO1 (stereo not given)
-1%,-8%,-12%,5%,-10%[59 µM],i,38%[activator],-5%,5,CC12CCC(C(=O)O)(c3nc(C#N)c(C#N)nc31)C2(C)C (stereo not given)
3%,-6%,-12%,-6%,1%,i,19%,6%,-2,CC1CCN(C(=O)CC(NC(N)=O)c2ccccc2Cl)CC1 (stereo not given)
-1%,-16%,2%,-8%,x,0%,24%,4%,5,Cn1c(=O)c2cc(S(=O)(=O)NCCC(=O)NCCC3=CCCCC3)ccc2n(C)c1=O
-25%,-11%,-16%,5%,6%,-4%,20%,u,5,COc1cc(C(F)(F)F)nc(-c2ccccn2)n1
19%,-21%,-8%,-2%,12%,6%,-17%,-4%,6,CN(C)C(=O)c1sccc1Oc1ccc(F)cc1[N+](=O)[O-]

# The last 2 records of the part before are carried over, then new ones follow.
GLS inh,JMJD2A Tudor inh,POLH inh,Pin1 inh,G9a inh,PGK inhibitor,HP1b binding inh,BAZ2B inh,PI4K2A block,mol
-25%,-11%,-16%,5%,6%,-4%,20%,u,5,COc1cc(C(F)(F)F)nc(-c2ccccn2)n1
19%,-21%,-8%,-2%,12%,6%,-17%,-4%,6,CN(C)C(=O)c1sccc1Oc1ccc(F)cc1[N+](=O)[O-]
14%,-6%,-7%,-5%,x,-9%,32%,-36%,0,CCOC(=O)Cc1csc(NC(=S)NC(=O)c2ccc(F)cc2)n1
-9%,24%,-17%,x,u,-5%,51%[activator],0%,2,C=CCN1C(=O)c2ccc(C(=O)N(CC(C)C)c3c(N)n(CCCC)c(=O)[nH]c3=O)cc2C1=O
24%,-26%,-8%,2%,28%[59 µM],i,12%,-3%,1,O=C(Cc1c[nH]c2ccccc12)NNC(=O)c1ccccc1
1%,-6%,-12%,7%,-31%,-19%,-4%,-4%,u,COc1ccc(C(=O)O/N=C(\N)c2ccccn2)c(OC)c1
0%,-17%,-13%,4%,u,-2%,8%,-35%,-6,COc1ccc(-c2c3c(=O)n(C)c(=O)n(C)c3cn2-c2ccccc2)cc1
-10%,57%[activator],-9%,1%,x,-10%,86%[activator],47%[activator],12,CN(Cc1ccccc1)C(=O)c1ccc(COc2ccccc2)cc1
-2%,1%,-1%,-1%,7%[59 µM],-6%,39%,4%,-4,COc1cccc(-c2cc(C(=O)Nc3ccc(F)cc3)[nH]n2)c1
8%,89µM*,7%,3%,-7%[59 µM],x,21%,22%,-9,CCNS(=O)(=O)c1ccc(OCCNS(C)(=O)=O)cc1
-6%,-6%,-2%,1%,15%,i,26%,-12%,2,O=C(NC(=O)c1c(F)cccc1F)Nc1ccccc1SC(F)F
-2%,-11%,-13%,7%,-2%[59 µM],-6%,23%,-9%,1,O=C(CSc1nnc(-c2ccccc2)n1Cc1ccccc1)NC1CC1
-7%,-15%,-18%,-6%,23%[2.33 µM],-7%,26%,-3%,0,CCCN(Cc1nc2cc(Cl)ccc2c(=O)[nH]1)C(=O)c1ccc(S(=O)(=O)N2CCCC2)cc1
4%,45µM*,-7%,u,10µM*,x,u,45µM*,-2,Cc1ccc(/C=N/Nc2nc(C(C)(C)C)cs2)o1
-3%,x,-20%,x,x,3%,x,x,1,Cc1onc(-c2ccccc2)c1C(=O)OCC(=O)c1ccc[nH]1
2%,-2%,-15%,1%,7%,-8%,3%,-7%,3,CC(C)(C)c1ccc(-c2noc(CCC(=O)N3CCOCC3)n2)cc1
5%&12%,-19%,-1%,-1%,12%&-2%[12.7 µM],-2%,6%,-5%,-6&1,c1ccc(OCc2ccc(CCCN3CCOCC3)cc2)cc1

# Only PI4K2A block, for some of the entries so far:
smiles | PI4K2A block
Cc1onc(-c2ccccc2)c1C(=O)OCC(=O)c1ccc[nH]1 | 1
CC(C)(C)c1ccc(-c2noc(CCC(=O)N3CCOCC3)n2)cc1 | 3
c1ccc(OCc2ccc(CCCN3CCOCC3)cc2)cc1 | -6&1

# Later entries
GLS inh,JMJD2A Tudor inh,POLH inh,Pin1 inh,G9a inh,PGK inhibitor,HP1b binding inh,BAZ2B inh,PI4K2A block,mol
-8%,1%,-4%,-7%,-49%,i,29%,9%,-3,COCCNC(=O)Cn1cnc2sc(C)c(S(=O)(=O)N3CCC(C)CC3)c2c1=O
-3%,-34%,-5%,-5%,16%[12.7 µM],-7%,-16%,-5%,0,Cc1cccnc1NC(=O)c1cccc(S(=O)(=O)N2CCN(c3ccccc3)CC2)c1
16%,-14%,-6%,-3%,21%[12.7 µM],1%,2%,7%,-1,CC(C)CCOC(=O)C1C(c2ccccc2)C(C(=O)O)C1c1ccccc1 (stereo not given)
21%,u,-10%,6%,0%[59 µM],13%,9%,-37%,-6,Cn1c(-c2ccc3c(c2)OCO3)cnc1N
0%,2%,-6%,4%,-4%,-5%,14%,-19%,7,Cc1c(NC(=O)C2CC(c3cccc(Br)c3)=NO2)c(=O)n(-c2ccccc2)n1C (stereo not given)
3%,-11%,-8%,6%,4%,7%,22%,4%,-3,CCCCN(C(=O)c1ccc(N(C)S(=O)(=O)c2ccc(C)cc2)cc1)c1c(N)n(CCCC)c(=O)[nH]c1=O
4%,-13%,-12%,1%,45µM*,17%,34%,-37%,-6,Cc1ccc2nc(NC(=O)COC(=O)CSc3nc(C)cc(C)n3)sc2c1
7%,-12%,-5%,-1%,u,10%,11%,-27%,-1,Cc1ccc(-c2cn(-c3ccc(SC(F)F)cc3)c3[n+]2CCC3)cc1
12%,x,-9%,x,x,-4%,x,x,-6,C[C@H]1CN([C@@H](C)CO)C(=O)CCCn2nncc2CO[C@H]1CN(C)C(=O)CCC(F)(F)F
0%,0%,-21%,-1%,20%,-4%,38%,-10%,0,Cc1ccc(CNC(=O)c2cc(C)nn2-c2ccccc2)cc1
1%,-26%,-8%,u,3%[12.7 µM],-2%,29%,0%,0,O=C(CCSc1nc(-c2ccco2)cc(C(F)(F)F)n1)Nc1ccc2c(c1)OCO2
9%,-30%,5%,-1%,u,14%,24%,-2%,0,COC(=O)C1CCN(C(=O)COC(=O)CC(NC(C)=O)c2ccccc2)CC1 (stereo not given)
0%,-1%,-23%,38%[activator],u,-5%,21%,2%,-1,CCOc1ccccc1NC(=O)CNC(=O)c1nn(-c2ccc(OC)c(OC)c2)c(=O)c2ccccc12
0%,-12%,1%,0%,9%[12.7 µM],-1%,11%,-10%,-3,Cc1cc(C)nc(N2C(=O)CC(Cc3ccc(Cl)cc3)C2=O)n1 (stereo not given)

# Four compounds out of the list, sorted by molar mass, smallest number first:
GLS inh,JMJD2A Tudor inh,POLH inh,Pin1 inh,G9a inh,PGK inhibitor,HP1b binding inh,BAZ2B inh,PI4K2A block,mol
0%,-12%,1%,0%,9%[12.7 µM],-1%,11%,-10%,-3,Cc1cc(C)nc(N2C(=O)CC(Cc3ccc(Cl)cc3)C2=O)n1 (stereo not given)
9%,-30%,5%,-1%,u,14%,24%,-2%,0,COC(=O)C1CCN(C(=O)COC(=O)CC(NC(C)=O)c2ccccc2)CC1 (stereo not given)
-3%,-34%,-5%,-5%,16%[12.7 µM],-7%,-16%,-5%,0,Cc1cccnc1NC(=O)c1cccc(S(=O)(=O)N2CCN(c3ccccc3)CC2)c1
0%,-1%,-23%,38%[activator],u,-5%,21%,2%,-1,CCOc1ccccc1NC(=O)CNC(=O)c1nn(-c2ccc(OC)c(OC)c2)c(=O)c2ccccc12

# Source: PubChem

# Not all compounds are listed, so the mix of outcomes need not match the whole.
